# Source: PubChem BioAssay
# hcGAS lum: human cGAS inhibition. AID 1259398. recombinant h-cGAS, ATP depletion, Kinase-Glo luminescence. inhibition, % at 12.5 µM. 290,000 compounds, 0.081% hits;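 further: 0% = vehicle reaction and 100% = reaction without DNA for no activity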
# Target sequence (Q8N884 whole entry, looked up): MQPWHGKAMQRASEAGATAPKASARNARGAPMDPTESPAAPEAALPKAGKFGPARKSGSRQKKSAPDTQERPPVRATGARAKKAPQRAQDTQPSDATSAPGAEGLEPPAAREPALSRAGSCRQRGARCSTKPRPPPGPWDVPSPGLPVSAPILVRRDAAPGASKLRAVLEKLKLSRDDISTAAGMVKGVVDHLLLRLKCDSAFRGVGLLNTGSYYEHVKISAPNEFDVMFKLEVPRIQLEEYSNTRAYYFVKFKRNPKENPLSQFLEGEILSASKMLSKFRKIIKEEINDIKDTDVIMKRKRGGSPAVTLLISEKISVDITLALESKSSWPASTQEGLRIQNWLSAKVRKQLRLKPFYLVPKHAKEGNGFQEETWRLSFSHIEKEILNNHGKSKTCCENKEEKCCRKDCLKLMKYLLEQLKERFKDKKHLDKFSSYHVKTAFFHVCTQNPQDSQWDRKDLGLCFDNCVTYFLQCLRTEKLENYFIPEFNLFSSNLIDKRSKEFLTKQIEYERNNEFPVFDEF
# NPYLR7 agonist: activates Aedes aegypti NPYLR7 receptor; HEK293T NPYLR7/Galpha15, GCaMP6s calcium fluorescence; activation, % at 10 µM; 270,000 compounds, 0.15% hits; AID 1259423; in the data active means activation above about 40%;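 further: 0% = vehicle and 100% = reference agonist at the receptor; some compounds past the cut are filed as inactive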
# mcGAS lum: blocks mouse cGAS activity | 160,000 compounds, 0.15% hits | Q8C6L5 | inhibition, % at 12.5 µM | recombinant cGAS, Kinase-Glo ATP depletion luminescence;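 further: 0% = negative control wells and 100% = reference inhibitor with no enzyme activity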
# The depositor's hits bear a star; x = not tested or not shown; & = joins results of further samples. Unless noted, no stated cut-off is given here; in the data, active means inhibition above about 40%; inactive means the rest.
SMILES,hcGAS lum,NPYLR7 agonist,mcGAS lum
O=C(c1cccc(F)c1)N(Cc1cccnc1)c1nc2c(F)cccc2s1,-3,-8,-7
CC(C)c1nc(CNC(=O)CC2C(=O)NCCN2Cc2ccoc2)cs1 (stereo not given),-6,7,-4
CCCc1nc(C2CCC(C3CCC(CCC)CC3)CC2)no1 (stereo not given),1,-5,-5
COc1ccc(C(CC(=O)NC2CCN(Cc3ccccc3)CC2)c2c[nH]c3ccccc23)c(OC)c1 (stereo not given),-5,4,-7
Clc1ccc(Nc2nnc(Cc3ccncc3)c3ccccc23)cc1,-5,-6,-9
CCC(Sc1ncc(S(=O)(=O)c2ccc(Cl)cc2)c(=O)[nH]1)C(=O)Nc1ccc(C)cc1 (stereo not given),-2,-1,2
O=C(CCN1C(=O)NC2(CCCC2)C1=O)Nc1ccc2c(c1)OCCO2,-11,6,-5
CCC(C)CNC(=O)CN1CN(c2ccccc2)C2(CCN(C(=O)Nc3cccc(Cl)c3Cl)CC2)C1=O (stereo not given),-5,17,-4
Cc1ccc(Cc2nc(N3CCCN(C(=O)CSc4ccccc4)CC3)c3c(-c4cccnc4)noc3n2)cc1,-4,14,-6
CCCCc1cnc2c(c1SCC(=O)Nc1c(C)cc(C)cc1C)c(=O)n(C)c(=O)n2C,-6,3,-8
COC(=O)c1ccc(OCC(=O)c2ccc3c(c2)OCCO3)cc1,-4,1,-6
C=CCn1c(C)nnc1SC(C)C(=O)NC(=O)NCC (stereo not given),-8,4,x
CN(C)c1ccc(NC(=O)c2ccccc2Cl)cc1CN(C(=O)c1cccs1)C1CCCCC1,-2,x,-3
CCS(=O)(=O)N1CC(C)(C)C1c1ccccc1 (stereo not given),-1,6,x
Cc1cc(C2CCC2)nc(NCC(C)(C)N2CCOCC2)n1,-1,-3,x
COc1ccc2oc(=O)c(-c3csc(Nc4ccccc4OC)n3)cc2c1,-3&-5,-4&3,-8&-5
CC1(C(=O)NS(=O)(=O)c2ccc(C#N)cc2)CCN1C(=O)Cc1ccccc1Cl (stereo not given),-6,9,x
COCCN(CCC(=O)NC1CC1)c1nc(Cc2cccc(OC)c2)ns1,0,-2,-2
O=C(CSCCC12CC3CC(CC(C3)C1)C2)Nc1ccccc1Cl,3,-1,0
COc1ccc(S(=O)(=O)N(CC(=O)N(Cc2ccccc2)Cc2cccn2Cc2cccc(OC)c2)CC(C)C)cc1,-1,-9,0
CN(C)S(=O)(=O)c1ccc2c(c1)oc(=O)n2C,-4,4,x
Cc1nccn1CC(=O)Nc1ccc2c(c1)OC(F)(F)O2,-4,3,x
COc1nc(-c2ccccc2C)n(-c2ccc(NC(=O)c3ccc(C(F)(F)F)cc3)cc2)n1,-3,15,-7
FC(F)(F)c1cccc2c(-c3cccc4c3CCNC4)ccnc12,-1,3,-6
CCc1cc(N2CCN(C(C)=O)CC2)nc(SCc2ccc(C(=O)NCc3ccccn3)o2)n1,-3,-4,-4
O=C(N[C@@H]1CCCCC1NC(=O)C1CCN(C(=O)Cc2ccccc2)CC1)c1ccc(F)cc1 (stereo not given in full),-1,7,-6
CC(C)c1ccccc1NC(=O)c1cccnc1Oc1cccc([N+](=O)[O-])c1,-4,-6,-8
CCOC(=O)[C@H]1[C@@H](O)C(=O)N(C(C)C)C12CCN(C(=O)OCC(C)(C)C)CC2,3,8,-5
CCn1c(SCC(=O)N2CCc3ccccc32)nnc1-c1ccncc1,-7,-8,x
COc1ccc(C(N)=O)c(OC(C)C(=O)N2CCc3ccccc32)c1 (stereo not given),-13&-7,18&1,x
O=C1CC(c2nc3ccccc3n2CCOc2ccccc2)CN1c1ccccc1 (stereo not given),-6,0,-4
CCCOc1ccc(Oc2nc(N(C)C)nc(N(C)C)n2)nn1,1,4,-3
OC1CCCN(CCCNC2CSCCSC2)C1 (stereo not given),-3,x,-5
COCc1cc(C)nc(N/N=C\c2ccccc2OCc2cccc3ccccc23)c1C#N,-2,13,-6
Cc1cc(=O)[nH]c(NCCn2cnc(-c3ccccc3)c2-c2ccc(C)o2)n1,-3,-5,x
O=C(c1ccc[nH]c1=O)N1CCC2(CCCO2)CC1,0,4,x
COCCN1CC(C(=O)NCCc2ccc(C)o2)CCC1=O (stereo not given),-3,11,x
O=C(Nc1nnc(C23CC4CC(CC(C4)C2)C3)s1)c1cccs1,-6,-3,-4
Cc1nc2ccc(NC(=O)c3c(-c4ccccc4Cl)noc3C)cc2s1,0,-19,-4
COc1cc2c(cc1-c1nccn1Cc1cc(C(C)C)no1)CCC2,-1,5,-17
CCOc1ccc(NC(=O)N2CCN(c3nc(C(C)C)nc4sc(C)c(C)c34)CC2)cc1,-6,15,-5
CN(C)S(=O)(=O)N1CCC(Oc2ccc(C(=O)N3CCN(CC4CC4)CC3)cc2)CC1,-8,5,x
O=C(CC1CSc2nccc(=O)n21)Nc1ccc(Nc2ccccc2)cc1 (stereo not given),1,0,x
CC(C)c1nnc(NC(=O)c2cccc(OC(F)F)c2)s1,-5,-2,-6
O=C(OC1CCOC1=O)c1cc2c(ccc3ccccc32)[nH]1 (stereo not given),1,-8,-2
CC(C)(C)c1cc(=O)n(-c2cccc(Cl)c2)[nH]1,-9,25,x
CO[C@H]1CN(C(=O)c2c(C)noc2C)[C@@H]2CC[C@@H](O)[C@@H]1C2,-5,31,-8
Cc1cc(O)c(CN2CCN(CCO)CC2)c2c1C(=O)/C(=C/c1cccc(Br)c1)O2,-7,25,6
COc1ccc2nc(-c3ccc(C)c(NC(=O)Cc4ccc(Cl)cc4)c3)cn2n1,-9,-6,-11
CCCCn1c(=O)c2c(nc3n2CCN3c2ccc(OC)cc2)n(C)c1=O,2,-20,1
CCOC(=O)c1cccnc1Oc1cccc(NC(=O)c2cc(C)n(C)n2)c1,-4,-5,-8
COCCCNC(=O)Cc1nc(-c2ccncc2)n[nH]1,-5,2,-8
COc1ccc(C(=O)C2CCCN(C(=O)c3n[nH]c4ccccc34)C2)cc1OC (stereo not given),-3,4,x
Cc1cccc(Nc2ncccc2C(=O)NCCCN(C)c2ccccc2)c1C,-2,-5,-3
CS(=O)(=O)c1ccc(-c2nccn2CCn2ccnc2)cc1,2,-2,x
CN(C)C(=O)N1C[C@H](NC(=O)CC2=CSC3=NCCCN23)[C@@H](C2CC2)C1,-12,x,-5
Cc1ccc(Cc2nc(N3CCN(C(=O)Cc4ccccc4)CC3)c3c(-c4ccc5ccccc5c4)noc3n2)cc1,-3,19,-9
CC(C)(C)C(=O)NC(=S)Nc1sc2c(c1C(N)=O)CCCC2,-5,5,-6
COc1cc2c(cc1CNCc1cccnc1Oc1ccc(C)nc1)CCC2,-4,12,x
Cc1noc(C)c1NC(=O)c1cccc(CN2CCC3(CC2)CNC(=O)O3)c1,-3,3,x
# Additional compounds follow:
SMILES,hcGAS lum,NPYLR7 agonist,mcGAS lum
CC(C)N1CCCC(Cn2cc(Oc3ccccc3)c(=O)c(C(=O)O)c2)C1 (stereo not given),-4,-3,-8
CCc1nc(N2CCN(S(=O)(=O)c3ccc(OC)cc3)CC2)c2c3c(sc2n1)CCCC3,-7,-11,-5
CN1C(=O)C(=C2C=C(c3ccccc3)N(Cc3ccco3)C3=C2CCCC3)C(=O)N(C)C1=O,-5,-5,-6
COc1cccc(-n2c(SC(C)C(N)=O)nc3sc4c(c3c2=O)CCCCC4)c1 (stereo not given),-5,2,-8
Cc1ccc(Cn2nnc3c(=O)n(CC(=O)N4CCOCC4)cnc32)cc1,-2,7,x
O=C1c2ccccc2C(=O)N1CCCCN(C(=O)c1ccc(Br)cc1)c1ccc(Cl)cc1,-3,10,-3
O=c1/c(=C/c2cccnc2)sc2nc(-c3ccc(Cl)cc3Cl)nn12,0,-10,-3
Cc1cc(NCCC(C)C)n2c(nc3ccccc32)c1C#N,-3,6,x
CCN(CC)S(=O)(=O)c1ccc2c(c1)nc(SCc1cc(OC)cc(OC)c1)n2Cc1ccco1,-4,5,-6
Cc1cc(C)cc(CCC(=O)NC(C)c2n[nH]c(C)n2)c1 (stereo not given),-5,5,x
CC(C)(C)C(=O)Cn1c[n+](N)cn1,0,-17,x
Cc1ccc2c(c1)N(Cc1ccc(Cl)s1)C(=O)C(C)O2 (stereo not given),-2,0,x
COC(=O)C1CCCCN1C(=O)CCc1nnc(CCc2c[nH]c3ccccc23)o1 (stereo not given),-7,-1,x
CC(C)N(CCNC(=O)NCc1ccc(F)cc1)C(C)C,-6,1,-3
COc1cccc(CNC(=O)c2nn(C)c(=O)c3ccccc23)c1,-8,6,-4
CCC(=O)N1CCCC1(C)C(=O)Nc1cccc(F)c1 (stereo not given),-17,4,-7
CC1CCN(C(=O)Cn2cc(S(=O)(=O)CC(=O)Nc3ccc(C(N)=O)cc3)c3ccccc32)CC1,-5,-5,-7
CN1C(=O)CC(C(=O)Nc2cccc(Cl)c2)SC1=Nc1ccc(F)cc1 (stereo not given),-2,0,-2
CCOCCCNC(=O)Nc1nnc(N2CCCC(C)C2)s1 (stereo not given),-7,x,-5
Cc1nnc(SCc2ccc(C(=O)c3ccc(F)cc3)cc2)[nH]c1=O,-7,-3,x
COc1cccc(C(=O)Nc2ccc(-n3nc(OCC(C)C)nc3-c3ccccc3F)cc2)c1,-10,13,-4
C[C@@H](Oc1cc(-c2cnn(C3CCNCC3)c2)cnc1N)c1c(Cl)ccc(F)c1Cl,-8,-8,-9
CCOC(=O)C1=C(C)N=c2s/c(=C\c3ccc(OC)c(OC)c3)c(=O)n2C1c1ccc(OC)c(OC)c1 (stereo not given),-4,10,-7
O=C(CC1C(=O)NCCN1Cc1cccc(F)c1F)NCCc1ccccc1 (stereo not given),-3,8,x
CN(Cc1ccccc1Cl)Cn1nc2n(C)c(=O)c3ccccc3n2c1=S,-2,6,-7
O=C(CN1CN(c2ccccc2)C2(CCN(S(=O)(=O)c3cccc4ccccc34)CC2)C1=O)NC1CC1,-3,x,-6
Clc1ccccc1Cn1ncc2c(N3CCN(CCOc4cccc5ccccc45)CC3)ncnc21,-11,6,-7
Cc1c(C)n(CC(O)Cn2nnc3ccccc32)c2c(Cl)cccc12 (stereo not given),-5,-1,-8
CC(C)(C)c1[nH]cnc1/C=c1\[nH]c(=O)/c(=C/c2ccccc2)[nH]c1=O,-2,-7,-8
CNc1nc2cnc(Nc3cc(OC)cc(C(F)(F)F)c3)cc2n1-c1ccccc1,3,-7,-3
O=C(CNC(=O)/C=C/c1ccco1)N=Nc1c(O)n(CCc2ccccc2)c2ccccc12,-4,2,-4
CCN1CC2(CCC1=O)CCN(C(=O)C1NCCc3[nH]cnc31)CC2 (stereo not given),-5,x,-4
COc1ccc(N2CCN(C(=O)C3CCCCC3C(=O)N3CCc4ccccc4C3)CC2)cc1 (stereo not given),-5,-10,x
O=C(c1cc(-c2ccccc2F)nc2cc(-c3ccc(Cl)cc3)nn12)N1CCOCC1,-7,3,-8
CCOC(=O)C1C(c2ccccc2)NC(=S)NC1(O)C(F)(F)F (stereo not given),-3,-9,x
CC1(C)CC(=O)C2=C(C1)OC(=N)C(C#N)C2c1cn(-c2ccccc2)nc1-c1ccccc1 (stereo not given),-7,-1,-5
COc1cccc(COC(CN2CCN(C(=O)c3ccc(Cl)cc3Cl)CC2)c2ccc(Cl)cc2)c1 (stereo not given),-1,x,-5
C=CCn1cc(-c2c(-c3ccccc3)ncn2Cc2nccn2CC)cn1,-2,2,x
CC(C)(C)CC(C)(C)c1ccc(OCC(=O)NNC(=O)C(C)(C)C)cc1,-6,-5,x
CN(CCn1ccc2ccccc21)C(=O)c1onc2ccccc12,-5,10,x
Cc1ccc(C(=O)N2CCCCCC2)cc1S(N)(=O)=O,-4,-23,x
CCC1CN(C(=O)c2ccc3cc[nH]c3c2)CCC(=O)N1Cc1ccccc1 (stereo not given),-5,9,-14
COP1(=S)C2=C(N3CCOCC3)CC(C)(C)CC2=Nc2c1c(C)nn2-c1ccccc1 (stereo not given),0,-2,x
Cc1ccc(-c2nc3sc(CCNS(=O)(=O)c4ccc5ccccc5c4)c(C)n3n2)cc1,-5,2,-7
CC(NC(=O)c1cc(C2CC2)nn1-c1ccccc1)c1ccco1 (stereo not given),-2,1,x
Cc1ccccc1OCC(O)CN1CCN(Cc2cccs2)CC1 (stereo not given),-10,9,x
Cc1cc(Br)c2c(c1)c(N=NC(=O)c1cccnc1)c(O)n2C,-1,-5,-3
